# APE1 inh = qHTS Assay for Inhibitors of the Human Apurinic/apyrimidinic Endonuclease 1 (APE1); DNA repair nuclease/redox regulator APEX1 (Homo sapiens), P27695; recombinant APE1, TAMRA/BHQ-2 abasic DNA cleavage fluorescence; Potency, µM (top dose mostly 65.8 µM), for inactives: at the top dose activity change, negative = inhibition, hits mostly inhibitors; 350,000 compounds, 0.35% hits; AID 2517, 2012;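 note: potency is the fitted concentration of half-maximal effect; plate controls were vehicle for no effect and reference inhibitor for full effect; nearly all actives have a fitted effect of over 55% in size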
#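 APE1 at 0.75 nM final was preincubated with compound 15 min at room temperature, then 50 nM double-stranded THF abasic-site substrate (5'-TAMRA/3'-BHQ-2) was added. Fluorescence (ex 525/em 598 nm) was read kinetically; third-minus-first read gave activity.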
# Pol kappa inh = qHTS for Inhibitors of Polymerase Kappa; DNA polymerase kappa (Homo sapiens), Q9UBT6; purified Pol kappa, fluorescent DNA synthesis assay, 10 min; Potency, µM (highest dose often 107 µM), for the others: at the highest dose activity, negative = inhibition, hits mostly inhibitors; 400,000 compounds, 0.53% hits; note: potency is the fitted concentration of half-maximal effect; % is set by controls: 0 for no effect and ±100 for the full control effect
#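 Pol kappa 10 nM + cpd, 15 min RT; start w/ substrate 50 nM final; fluorescence kinetic read, 0 and 10 min. Neg ctrl: buffer, no enzyme.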
# Anesthetic bind = qHTS Assay for Identification of Novel General Anesthetics. Ferritin light chain (Equus caballus), P02791. apoferritin/1-aminoanthracene competitive binding, fluorescence. Potency, µM (doses to about 77.5 µM), inactives show at the top dose activity change, negative = displacement, hits mostly inhibitors. 350,000 compounds, 0.074% hits. AID 485281, 2010; note: potency is the fitted concentration of half-maximal effect; % is set by controls: 0 for no effect and ±100 for the full control effect; nearly all actives have a fitted effect of over 20% in size
# Target sequence (P02791 2-175 limits assumed): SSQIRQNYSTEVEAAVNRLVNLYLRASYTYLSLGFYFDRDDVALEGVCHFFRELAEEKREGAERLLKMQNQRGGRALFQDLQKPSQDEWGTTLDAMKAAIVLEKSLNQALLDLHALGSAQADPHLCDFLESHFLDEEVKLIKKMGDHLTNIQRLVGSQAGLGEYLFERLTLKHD
#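 Steps: apoferritin (10 uM) was premixed with half-saturated 1-AMA in PBS, compounds were pin-transferred, plates stood 10 min at room temperature, fluorescence was read at 380/535 nm, and curves were fitted with a Hill equation.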
# Pol beta inh = qHTS Assay for Inhibitors of DNA Polymerase Beta. Potency, µM (highest dose often 114 µM), inactives show top-dose activity change, negative = inhibition, most hits filed as inhibitors. P06746. Pol beta primer extension/strand displacement, fluorescence kinetic. 340,000 compounds, 1.3% hits; note: potency is the fitted concentration of half-maximal effect; % is set by controls: 0 for no effect and ±100 for the full control effect
#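 10 nM enzyme + cpd, 15 min RT; start with substrate 50 nM final; read 0 min and after 10 min RT. Corrected, normalized data; 4-parameter Hill curve fit.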
# POLH inh = qHTS for Inhibitors of Polymerase Eta. DNA polymerase eta (Homo sapiens), Q9Y253. recombinant Pol eta, fluorescent DNA replication assay. Potency, µM (series often up to 114 µM), without a hit: at the highest dose activity change, negative = inhibition, actives largely listed as inhibitors. 390,000 compounds, 1.2% hits; note: potency is the fitted concentration of half-maximal effect; % is set by controls: 0 for no effect and ±100 for the full control effect
# Target sequence (Q9Y253 whole entry, looked up): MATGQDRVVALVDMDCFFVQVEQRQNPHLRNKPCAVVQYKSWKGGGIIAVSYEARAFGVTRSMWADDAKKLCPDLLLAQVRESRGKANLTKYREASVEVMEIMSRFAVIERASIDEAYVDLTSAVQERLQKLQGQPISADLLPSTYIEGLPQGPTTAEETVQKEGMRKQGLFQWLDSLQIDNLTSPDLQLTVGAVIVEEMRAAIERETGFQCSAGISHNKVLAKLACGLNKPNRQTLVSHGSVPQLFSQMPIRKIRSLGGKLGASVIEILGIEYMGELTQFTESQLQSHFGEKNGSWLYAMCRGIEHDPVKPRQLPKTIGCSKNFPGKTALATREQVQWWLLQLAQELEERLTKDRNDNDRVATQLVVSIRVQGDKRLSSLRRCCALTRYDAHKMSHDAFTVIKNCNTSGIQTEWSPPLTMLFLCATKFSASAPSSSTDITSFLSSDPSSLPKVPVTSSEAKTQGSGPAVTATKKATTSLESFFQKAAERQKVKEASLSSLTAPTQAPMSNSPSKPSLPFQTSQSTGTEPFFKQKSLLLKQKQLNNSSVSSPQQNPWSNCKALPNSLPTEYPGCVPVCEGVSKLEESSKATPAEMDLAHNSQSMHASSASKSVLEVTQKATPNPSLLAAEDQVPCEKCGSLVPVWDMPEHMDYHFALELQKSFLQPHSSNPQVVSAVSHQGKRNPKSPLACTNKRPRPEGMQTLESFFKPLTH
#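 Pol eta at 10 nM preincubated with compounds 15 min at room temperature; reaction started with fluorescent substrate (50 nM final) and read kinetically at 0 and 10 min.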
# LDHA block = qHTS assay for inhibitors of human lactate dehydrogenase; purified LDHA, NADH/diaphorase-resazurin fluorescence; stronger effect = lower value; activity change, % (values are at about 110 or 230 µM); 480,000 compounds, 0.15% hits; in the data active = activity change below about -30%; inconclusive = mostly about -25% to -30%;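 note: plate controls were DMSO wells for no effect and wells without enzyme for full effect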
#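 Human LDH5 (2 nM) was incubated with 0.06 mM NADH and 0.2 mM pyruvate for 5 min at room temperature in Tris pH 7.4. Remaining NADH was coupled through diaphorase/resazurin, and resorufin fluorescence was read at 0 and 20 min.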
# BLM helicase inh = qHTS Assay for Inhibitors of Bloom's syndrome helicase (BLM) | 350,000 compounds, 0.2% hits | AID 2528, 2010 | RecQ-like DNA helicase BLM (Homo sapiens), P54132 | recombinant BLM DNA unwinding, fluorescence dequenching | Potency, µM (highest dose often 56.1 µM), for the others: at the top dose activity change, negative = inhibition, usual class: inhibitors;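 note: potency is the fitted concentration of half-maximal effect; plate controls were vehicle for no effect and no enzyme for full effect; nearly all actives have a fitted effect of over 35% in size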
# Glioma ERSR ind = qHTS for Inducers of the Endoplasmic Reticulum Stress Response (ERSR) in Human Glioma: qHTS. U87-MG GRP78 promoter luciferase reporter, 16 h. Potency, µM, for the others: at the top dose activation, usual class: activators. 420,000 compounds, 0.02% hits. AID 602332, 2012; note: potency is the fitted concentration of half-maximal effect; series mostly up to about 76 µM; % of control where 0% means no effect; nearly all actives have a fitted effect of over 35% in size
#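 ERSR induction read as luciferase luminescence (Bright-Glo, 10 min at room temperature) in stably transfected human U87-MG glioma cells exposed to compounds for 16 h, using GRP78 as sensor.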
# POLI inh = qHTS for Inhibitors of Polymerase Iota; Pol iota fluorescent replication assay, 10 min; 390,000 compounds, 1% hits; Potency, µM (titrated, usually from 115 µM), without a hit: top-dose activity, negative = inhibition, usual class: inhibitors; DNA polymerase iota (Homo sapiens), Q9UNA4; note: potency is the fitted concentration of half-maximal effect
#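 Pol iota at 10 nM preincubated 15 min with compounds at room temperature; reaction started with fluorescent substrate, 50 nM final. Fluorescence read kinetically at 0 and 10 min; buffer-only wells as negative control.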
# Numbers without * were called inactive; ? = inconclusive; nt = no result given; [ ] = dose if it differs, or a comment. Unless noted, calls come from the whole dose curve; as a rule, active = well fitted curve in the direction sought with a large enough effect; inconclusive = small, poorly fitted or top-dose-only effect, or another doubt; inactive = no such curve, though single readings can be large; an effect the other way counts as inactive or inconclusive. Only part of the results is shown, so the mix of outcomes need not match the whole.
SMILES,APE1 inh,Pol kappa inh,Anesthetic bind,Pol beta inh,POLH inh,LDHA block,BLM helicase inh,Glioma ERSR ind,POLI inh
CCOc1ccc(CCNS(=O)(=O)c2ccc(-c3ccc(=O)[nH]n3)o2)cc1OCC,21.7%,-0.3%,-7.5%,4.3%,-1.4%,2.1,-1.0%,3.8%,14.5%
COc1ccc(C(=O)NCCN2CCCC2)cc1,-11.7%,-0.9%,-3.5%,?,-4.8%,-9.3,0.5%,-2.6%,156.5%[activator]
COc1ccccc1-c1cn[nH]c1-c1ccc(OCc2ccc([N+](=O)[O-])cc2)cc1O,-3.6%,-10.9%,-2.4%,2.0%,-16.2%,-2.9,-8.7%,-3.5%,10.7%
CC(=O)Nc1nc2ccc(S(=O)(=O)N3CCCCC3)cc2s1,0.9%,-4.8%,-12.0%,?,9.1%,-2.9,-4.4%,-0.2%,26.2%
CC(=O)C1=C(O)C(=O)N(Cc2cccnc2)C1c1ccc(C(C)C)cc1 (stereo not given),0.7%,-8.2%,-2.7%,-0.4%,-14.8%,-3.4,3.5%,-2.8%,-7.9%
Cc1cc(C)nc(SCc2nnc(SCC(=O)N3CCCc4ccccc43)o2)n1,0.1%,9.0%,?,0.9%,-11.4%,-0.9,2.0%,-3.9%,3.9%
Cn1c(=O)n(C)c2cc(N3CCCCC3)c(NC(=O)c3cccc(Cl)c3)cc21,58.8%[activator],7.3%,-6.9%,34.6%,-9.4%,3.9,-0.9%,-5.6%,26.9%
CN(C)c1ccc(/C=N/NC(=O)CSc2ccccn2)cc1,?,-11.7%,-6.9%,47.3%,2.7%,8.7,-0.9%,13.4%,30.3%[activator]
COC(=O)c1oc2ccc(Br)cc2c1NC(=O)CCN1CCOCC1,-3.7%,-4.3%,-18.3%,39.7%,-2.8%,-3.7,3.4%,1.8%,3.2%
CC(=O)Nc1sc(C)c(C)c1CN1CCN(S(=O)(=O)c2ccccc2)CC1,-3.7%,-1.2%,-1.6%,-2.3%,-8.5%,-1.6,-4.7%,-3.6%,2.5%
O=C(/C=C/c1ccc(Cl)cc1)NCc1cccs1,0.6%,-9.2%,-11.1%,-12.0%,-16.1%,-3.5,0.1%,2.3%,-10.9%
CCC(C(=O)Nc1cc(C(F)(F)F)ccc1Cl)n1nc(C)c2sc3ccccc3c2c1=O (stereo not given),nt,-0.6%,-1.7%,3.8%,-19.8%,-0.8,-6.6%,-3.5%,1.6%
O=C(CSc1ccc(Br)cc1)Nc1ccccc1N1CCOCC1,-11.0%,-2.6%,-3.6%,6.5%,-16.1%,1.0,-4.2%,-8.0%,-4.4%
Cc1csc(NC(=O)CCN2C(=O)c3ccccc3S2(=O)=O)n1,-1.1%,4.1%,-8.1%,0.0%,-2.8%,-6.8,0.6%,0.0%,14.4%
O=C(NCc1ccco1)c1ccc(CS(=O)Cc2ccc(Cl)cc2)o1 (stereo not given),32.6%,0.3%,-4.0%,13.3%,-13.8%,-6.5,-1.4%,6.3%,0.4%
COc1ccc([N+](=O)[O-])cc1NC(=O)Nc1cccc(Cl)c1,17.3%,-9.8%,-4.9%,0.8%,?,1.0,-3.5%,-7.0%,9.7%
CN(c1cccnc1)c1ncnc2[nH]ncc12,?,5.9%,0.5%,-28.9%,-15.8%,-6.2,-7.6%,1.5%,5.2%
COc1cc2c(cc1OC)C(COc1ccc(C(C)C)cc1)N(C(=O)COc1ccccc1)CC2 (stereo not given),nt,-17.0%[60.1 µM],5.6%,2.2%,-25.3%,2.4,-13.0%,-2.8%,1.9%
COC(=O)Cc1ccc(OC(=O)CCS(=O)(=O)c2ccc(Cl)cc2)cc1,15.5%,-6.2%,nt,nt,-15.8%,-7.8,nt,-3.3%,27.4%
COC(=O)c1cc(OC)c(OC)cc1NC(=S)N1CCN(C/C=C/c2ccccc2)CC1,2.1%,-13.2%,4.7%,29.9%,-17.3%,-4.4,-9.5%,-5.2%,16.7%

# 9 entries already listed, ordered by heavy-atom count, high to low.
SMILES,APE1 inh,Pol kappa inh,Anesthetic bind,Pol beta inh,POLH inh,LDHA block,BLM helicase inh,Glioma ERSR ind,POLI inh
COC(=O)c1cc(OC)c(OC)cc1NC(=S)N1CCN(C/C=C/c2ccccc2)CC1,2.1%,-13.2%,4.7%,29.9%,-17.3%,-4.4,-9.5%,-5.2%,16.7%
CC(=O)Nc1sc(C)c(C)c1CN1CCN(S(=O)(=O)c2ccccc2)CC1,-3.7%,-1.2%,-1.6%,-2.3%,-8.5%,-1.6,-4.7%,-3.6%,2.5%
COC(=O)Cc1ccc(OC(=O)CCS(=O)(=O)c2ccc(Cl)cc2)cc1,15.5%,-6.2%,nt,nt,-15.8%,-7.8,nt,-3.3%,27.4%
COC(=O)c1oc2ccc(Br)cc2c1NC(=O)CCN1CCOCC1,-3.7%,-4.3%,-18.3%,39.7%,-2.8%,-3.7,3.4%,1.8%,3.2%
O=C(CSc1ccc(Br)cc1)Nc1ccccc1N1CCOCC1,-11.0%,-2.6%,-3.6%,6.5%,-16.1%,1.0,-4.2%,-8.0%,-4.4%
Cc1csc(NC(=O)CCN2C(=O)c3ccccc3S2(=O)=O)n1,-1.1%,4.1%,-8.1%,0.0%,-2.8%,-6.8,0.6%,0.0%,14.4%
COc1ccc([N+](=O)[O-])cc1NC(=O)Nc1cccc(Cl)c1,17.3%,-9.8%,-4.9%,0.8%,?,1.0,-3.5%,-7.0%,9.7%
O=C(/C=C/c1ccc(Cl)cc1)NCc1cccs1,0.6%,-9.2%,-11.1%,-12.0%,-16.1%,-3.5,0.1%,2.3%,-10.9%
CN(c1cccnc1)c1ncnc2[nH]ncc12,?,5.9%,0.5%,-28.9%,-15.8%,-6.2,-7.6%,1.5%,5.2%

# Later entries:
SMILES,APE1 inh,Pol kappa inh,Anesthetic bind,Pol beta inh,POLH inh,LDHA block,BLM helicase inh,Glioma ERSR ind,POLI inh
CCc1ccc(NC(=O)c2ccc3ncsc3c2)cc1,-4.9%,nt,-12.9%,12.3%,nt,nt,2.0%,nt,nt
Nc1nc(N2CCOCC2)n[nH]1,?,3.3%,-2.5%,21.6%,-11.7%,-6.7,1.0%,-1.5%,13.7%
O=C(c1cc(-c2ccc(O)cc2)on1)N1CCCc2ccccc21,10.6%,7.9%,?,11.9%,-8.3%,2.7,-7.0%,6.9%,8.3%
O=C(NCN1CCc2ccccc2C1)c1cnccn1,-0.1%,-9.2%,-14.0%,17.7%,6.4%,-0.7,-3.6%,-4.8%,50.8%[activator]
CCOc1ccc(C2NC(=O)NC(C)=C2C(=O)OC)cc1C (stereo not given),-2.6%,-6.4%,-16.1%,-2.5%,-13.6%,-7.6,-4.0%,-0.7%,15.9%
COc1cc(NC(=O)COn2nnc3ccc(S(C)(=O)=O)cc32)cc(OC)c1,0.3%,-4.0%,-6.7%,12.7%,-20.8%,-4.0,-0.5%,8.5%,149.8%[activator]
Cc1ccc(NC(=O)c2cc3ccccc3o2)nc1,54.9%[activator],4.9%,nt,nt,1.6%,-6.3,nt,-9.7%,45.7%[activator]
CCC(=O)c1ccc(N2CCN(C(=O)c3ccc(F)cc3)CC2)c(F)c1,?,-10.6%,-20.8%,96.9%,-8.4%,-1.1,-3.4%,-0.7%,12.7%
CSc1ncc2c(=O)[nH]c(-c3ccccc3)nc2n1,24.2%,1.1%,0.2%,5.1%,-7.7%,-5.9,-1.9%,0.8%,?
Cc1cccc(-n2c(C)cc(C)c(C#N)c2=O)c1,4.7%,-3.7%,-5.5%,4.6%,1.3%,-12.1,-9.2%,3.5%,55.7%[activator]
Cc1ccccc1-c1nnc(Cc2ccccc2)o1,-2.0%,-6.4%,-20.9%,-3.6%,-19.2%,5.7,-9.3%,4.8%,13.5%
Cc1ccc(NC(=O)c2c(C(F)(F)F)nn(C)c2Cl)cc1C,-1.2%,2.8%,-13.5%,37.1%[activator],-9.0%,2.1,-9.8%,2.0%,12.2%
Cc1ccc(-c2noc(=O)n2CC(=O)Nc2ccc(S(=O)(=O)NC3CC3)cc2)cc1,-5.4%,-7.9%,-15.8%,9.4%,-11.0%,-4.3,-5.4%,-4.4%,13.5%
O=C(c1coc2ccc(O)cc12)C1CC1,1.6%,3.5%,?,5.1%,-2.6%,-4.0,-0.5%,2.1%,13.9%
COC(=O)c1sc(NC(=O)CSc2n[nH]c(N)n2)c(C(=O)OC)c1C,11.5%,-11.9%,-7.2%,-0.7%,19.8%,-6.6,3.8%,0.7%,14.2%
COC(=O)[C@H](Cc1c[nH]c2ccccc12)NC(=O)NCc1ccc(OC)c(OC)c1,-7.8%,-10.3%,5.3%,26.5%,-1.5%,-7.7,-2.0%,-4.1%,-13.1%
O=C(CN(C1CCCCC1)S(=O)(=O)c1ccc(F)cc1)NCCCO,14.2%,-15.5%,-9.3%,15.9%,-3.4%,0.6,-1.4%,-3.6%,21.2%
CSCCC(NS(=O)(=O)c1ccc(C)cc1)C(=O)N1CCCCCCC1 (stereo not given),6.4%,1.4%,nt,nt,-13.7%,0.4,nt,-6.1%,3.4%
Cc1ccccc1C(=O)Nc1ccc(C(=O)N/N=C/c2ccncc2)cc1,7.7%,1.1%,-17.9%,1.4%,9.7%,-9.7,-2.3%,0.3%,11.3%
CC(C)(C)c1cc(C(=O)N/N=C/c2cc3c(cc2Br)OCO3)n[nH]1,71.5%[activator],15.2%,?,26.3%,-11.6%,-2.0,-3.6%,-1.4%,6.1%

# From PubChem BioAssay
